NPSR antag = neuropeptide S receptor (human) antagonism, cAMP. AID 1461. CHO-NPSR cells, cAMP TR-FRET, antagonist mode. 1% of 220,000 active. Potency, µM (titrated, usually from 38.3 µM), for inactives: top-dose activity change, negative = inhibition, hits mostly inhibitors; note: potency is the fitted concentration of half-maximal effect; % is set by controls: 0 for no effect and ±100 for the full control effect; nearly all actives have a fitted effect of over 50% in size; many of its hits are not listed in these tables
Target sequence (Q6W5P4 whole entry, looked up): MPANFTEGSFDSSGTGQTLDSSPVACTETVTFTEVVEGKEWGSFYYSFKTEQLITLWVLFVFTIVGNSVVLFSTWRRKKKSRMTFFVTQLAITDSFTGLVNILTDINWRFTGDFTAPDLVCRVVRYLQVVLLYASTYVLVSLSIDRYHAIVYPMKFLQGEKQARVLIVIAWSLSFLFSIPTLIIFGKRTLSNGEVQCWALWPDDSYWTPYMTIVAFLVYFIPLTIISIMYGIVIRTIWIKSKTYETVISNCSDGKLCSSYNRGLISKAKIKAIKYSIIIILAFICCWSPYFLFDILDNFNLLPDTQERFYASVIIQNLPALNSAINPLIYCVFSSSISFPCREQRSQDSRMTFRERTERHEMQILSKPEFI
Tau fibril FP = tau fibrillization inhibition (FP); K18 P301L tau heparin fibrillization, Alexa594 FP, 6 h; Potency, µM (top dose mostly 57.7 µM), for the others: top-dose activity, negative = inhibition, usual class: inhibitors; 0.39% of 280,000 active; note: potency is the fitted concentration of half-maximal effect; % is set by controls: 0 for no effect and ±100 for the full control effect; nearly all actives have a fitted effect of over 55% in size
Target sequence (P10636 561-689 P618L limits assumed): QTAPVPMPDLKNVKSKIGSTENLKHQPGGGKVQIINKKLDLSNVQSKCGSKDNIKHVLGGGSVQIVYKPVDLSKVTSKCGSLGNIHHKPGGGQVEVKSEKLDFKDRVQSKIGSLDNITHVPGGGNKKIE
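Compound effects on tau fibrillization are measured by Alexa 594 fluorescence polarization (ex 555, em 632 nm). K18 P301L tau is used at 15 uM with 0.24 uM labeled tracer, and 20 uM heparin induces aggregation over 6 hr at 37 C.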
CBFb-RUNX1 inh = blocks binding between human CBF-beta and RUNX1; AlphaScreen CBFb-His/RUNX1-biotin binding, biochemical; Potency, µM (doses to about 59.8 µM), without a hit: at the highest dose activity, negative = inhibition, usual class: inhibitors; 230,000 tested, under 10 active; Q01196+Q13951; note: % of control where 0% means no effect
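Proteins preincubated together for 20 min at RT before compound addition; 15 min later, nickel and streptavidin beads were added and left 90 min prior to AlphaScreen measurement.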
GLA spleen mod = inhibits or activates alpha-galactosidase in human spleen homogenate; human spleen homogenate, 4MU-alpha-Gal fluorescence, 40 min; Potency, µM (top dose mostly 80 µM), without a hit: at the highest dose activity change, negative = inhibition, hits mostly inhibitors; 0.008% of 240,000 active; AID 2107;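 note: potency is the fitted concentration of half-maximal effect; 0% = enzyme with vehicle and -100% = no enzyme basal signal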
Target sequence (P06280 32-429 limits assumed): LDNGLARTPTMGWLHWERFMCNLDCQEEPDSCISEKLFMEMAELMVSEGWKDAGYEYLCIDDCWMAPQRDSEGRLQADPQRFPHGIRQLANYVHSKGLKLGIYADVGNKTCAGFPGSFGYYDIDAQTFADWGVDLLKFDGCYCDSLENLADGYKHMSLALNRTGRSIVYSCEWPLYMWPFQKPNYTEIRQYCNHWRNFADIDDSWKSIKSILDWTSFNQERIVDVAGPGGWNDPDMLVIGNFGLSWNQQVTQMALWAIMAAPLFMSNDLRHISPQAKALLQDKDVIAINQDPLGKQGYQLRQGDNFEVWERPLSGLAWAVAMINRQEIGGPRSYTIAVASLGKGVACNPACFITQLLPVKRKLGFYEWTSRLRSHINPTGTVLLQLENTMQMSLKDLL
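Human spleen homogenate (1 ug) as enzyme source, 4-methylumbelliferyl-alpha-D-galactopyranoside 1 mM final, citrate/phosphate pH 5.0 with 0.01% Tween-20. Compounds 40 min at 37C, NaOH/glycine stop; fluorescence Ex 365/Em 440, Hill-fit AC50.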
Tau fluor counter = counter-screen for tau fibril formation inhibitors. 0.93% of 280,000 active. Potency, µM (titrated, usually from 57.7 µM), for inactives: at the highest dose activity change, negative = decrease. tau K18 P301L (four-repeat tau fragment) Alexa594 fluorescence, heparin fibrillization. AID 1463; note: potency is the fitted concentration of half-maximal effect; % is set by controls: 0 for no effect and ±100 for the full control effect; nearly all actives have a fitted effect of over 55% in size
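Human K18 P301L tau (15 uM unlabeled plus 0.24 uM Alexa 594-labeled, final) in 100 mM sodium acetate pH 7 was mixed with compound and 20 uM heparin and incubated 6 hr at 37 C.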
TRb-SRC2 inh = TRbeta-SRC2 interaction inhibition | P10828 | TRbeta-SRC2 peptide binding, fluorescence polarization; receptor liganded with 1 µM T3 | Potency, µM (titrated, usually from 106 µM), inactives show at the highest dose activity change, negative = inhibition, actives largely listed as inhibitors | 0.065% of 280,000 active;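 note: potency is the fitted concentration of half-maximal effect; plate controls were bound peptide for no effect and peptide without receptor for full effect; nearly all actives have a fitted effect of over 50% in size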
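Decrease in fluorescence polarization of 20 nM Texas Red SRC2 coactivator peptide flagged inhibition of its binding to 0.6 uM TRb LBD; 1 uM T3 included, incubation 5 hr, ex 555/em 632 nm.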
TexasRed fluor = counter-screen for TRb-SRC2 inhibitors: fluorescence interference; 0.29% of 280,000 active; AID 1479; Potency, µM (titrated, usually from 106 µM), for inactives: at the highest dose fluorescence change, negative = quenching; TRb/SRC2 Texas Red total fluorescence interference; active = well fitted curve in either direction with a large enough effect; inconclusive = small, poorly fitted or top-dose-only effect; note: potency is the fitted concentration of half-maximal effect; % is set by controls: 0 for no effect and ±100 for the full control effect
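Human TRβ ligand-binding domain (0.6 uM) and Texas Red SRC2 peptide (20 nM) in Tris buffer with 1 uM T3 and 5% DMSO were incubated with pinned compound for 5 hr at ambient temperature. Total fluorescence was computed as S + 2P (555/632 nm).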
Epigenetic reg = regulators of epigenetic silencing causing reporter derepression in mouse cells | murine LDR cells, GFP reporter derepression, 30 h | Potency, µM (titrated, usually from 53.9 µM), without a hit: at the top dose GFP activation, usual class: activators | 0.2% of 280,000 active | AID 1865; note: potency is the fitted concentration of half-maximal effect; % of control where 0% means no effect; nearly all actives have a fitted effect of over 60% in size
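Derepression of a silenced CMV-GFP reporter in murine LDR cells is scored by enumerating GFP-positive cells with a laser-scanning microplate cytometer after 30 hours of treatment at 37 C.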
The depositor's hits bear a star; ? = inconclusive; . = no result given; [ ] = another dose, or the depositor's remark. Unless noted, calls come from the whole dose curve; as a rule, active = well fitted curve in the direction sought with a large enough effect; inconclusive = small, poorly fitted or top-dose-only effect, or another doubt; inactive = no such curve, though single readings can be large; an effect the other way counts as inactive or inconclusive. Some of the compounds tested; count on the stated rates, not on these rows.

SMILES	NPSR antag	Tau fibril FP	CBFb-RUNX1 inh	GLA spleen mod	Tau fluor counter	TRb-SRC2 inh	TexasRed fluor	Epigenetic reg
CCOC(=O)c1ccc(NC(=O)CN2C(=O)c3cccnc3Oc3ccc(Cl)cc32)cc1	.	-5%	.	.	-29%	-1%	-29%	-1.2%
CN1/C(=C\C(=S)NC(=O)c2ccc([N+](=O)[O-])cc2)C(C)(C)c2ccccc21	-1%	3%	-6%	6%	-3%	10%	6%	3.0%
COc1ccc(NC(=O)c2ccco2)cc1NC(=O)c1ccc(C)c(C)c1	.	7%	.	.	?	6%	2%	0.8%
C/C(=N\Nc1nnc(-c2ccccc2)c(-c2ccccc2)n1)c1cccc([N+](=O)[O-])c1	?	-16%	4%	-11%	-29%	-6%	0%	19%
COc1ccc(-n2cc(-c3ccccc3)nc2SC)cc1	-2%	-22%	-3%	7%	-27%	-4%	-10%	2.1%
Nc1c(C(=O)c2ccccc2)sc(Nc2ccccc2)c1S(=O)(=O)c1ccccc1	-53%	-10%	-10%	8%	-25%	2%	0%	-1.0%
CCn1cc(NC(=O)CCl)c(C)n1	12%	7%	4%	-7%	4%	2%[53 µM]	0%[53 µM]	?
Cc1ccc(Sc2c(C)nn(C(=O)COc3ccccc3)c2C)cc1	.	0%	.	.	-1%	8%	0%	-1.5%
CCOC(=O)c1c(NC(C)=O)sc2c(OC)cccc12	-11%[46.1 µM]	3%	5%	5%	-3%	-1%	2%	0.2%
O=C(CSc1cccc[n+]1[O-])Nc1ccc([N+](=O)[O-])cc1Cl	3%	6%	3%	4%	6%	1%	-6%	-0.4%
COc1ccc(-c2noc(N(C)CC(=O)Nc3cccc(C(F)(F)F)c3)n2)cc1	-17%[46.1 µM]	?	4%	-11%	?	-2%	1%	-2.6%
CC1CCN(c2nc3ccccc3nc2C(C#N)C(=O)NC2CCCCC2)CC1 (stereo not given)	-5%[46.1 µM]	5%	7%	1%	-18%	2%	-2%	0.0%
CCOc1ccc(NC(=O)CSc2ccc(-c3sc(-c4ccccc4)nc3C)nn2)cc1	.	-13%	.	.	?	-3%	0%	3.3%
OCC(O)C1OC(Nc2ccc(Br)cc2)C(O)C1O (stereo not given)	-21%	-2%	5%	0%	-1%	12%[53 µM]	1%[53 µM]	5.0%
CC(C)(C)NC(=O)C(OC(=O)Cn1nnc(-c2ccc(F)cc2)n1)c1ccncc1 (stereo not given)	15%[7.67 µM]	-3%	7%	11%	-4%	1%	1%	-0.6%
CNC(=S)Nc1cc(OC)ccc1OC	3%[46.1 µM]	6%	0%	-7%	-4%	-5%	0%	0.9%
CCOc1ccc(-n2c(/C=C/c3cccc(F)c3)nc3cc(OC)c(OC)cc3c2=O)cc1	.	-3%	.	.	-1%	5%	-1%	7.5%
COCC(C)NC(=O)NC(=O)c1ccc(Cl)cc1 (stereo not given)	-6%[46.1 µM]	-3%	7%	-5%	6%	-7%	1%	-14%
COc1ccc(CNC(=O)C(C)n2c(=O)cc(C)c3c(C)nn(-c4ccccc4)c32)cc1 (stereo not given)	.	-3%	.	.	3%	1%	-4%	9.7%
COc1ccc(-n2c(=O)c3ccccc3n(Cc3ccccc3Cl)c2=O)cc1	.	-2%	.	.	-26%	-4%	?	2.7%
CN(CCc1cnn(C)c1)C(=O)CCc1nnc(CCCc2ccccc2)o1	-16%	-5%	6%	-3%	-10%	0%	-2%	2.2%
O=C(NCc1ccc(F)cc1)C(=O)NCC1OCCN1S(=O)(=O)c1cccs1 (stereo not given)	-4%	-2%	6%[2.36 µM]	-22%	-6%	7%	-1%	-2.7%
O=C(O)c1cccc(N2C(=O)c3cccc4c(Cl)ccc(c34)C2=O)c1	-38%	4%	-6%	-2%	1%	14%	-1%	-1.7%
C/C=C/C(=O)Nc1cccc(C(F)(F)F)c1	22%	4%	-5%	-2%	2%	0%	10%	0.0%
CC(C)c1ccc(NS(=O)(=O)c2ccc3nc(-c4ccccc4)[nH]c3c2)cc1	.	10µM*	.	.	?	7%	1%	1.9%

Other records follow.
SMILES	NPSR antag	Tau fibril FP	CBFb-RUNX1 inh	GLA spleen mod	Tau fluor counter	TRb-SRC2 inh	TexasRed fluor	Epigenetic reg
Cc1ccccc1NC(=O)C(Cl)=C(Cl)Cl	-13%	6%	2%	-2%	6%	-1%	1%	43%
CCOC(=O)c1c(-c2ccc(Br)cc2)csc1NC(=O)c1ccccc1F	.	-11%	.	.	-8%	-6%	-7%	-1.6%
O=C(N/N=C/c1ccco1)c1csc2c1CCCC2	-18%	-4%	3%	0%	-4%	-4%	-1%	?
CC12C=C(/C=C/CCc3ccco3)C(C)(C1)[C@H](CCc1ccco1)CC2=O (stereo not given in full)	.	-3%	-8%	1%	0%	-7%	-1%	-0.3%
O=C(O)c1ccccc1Cc1ccccc1	.	.	12%	7%	.	-10%	0%	.
O=C(Cn1nnc(-c2ccc(F)cc2)n1)N1CCCCC1	8%	2%	-2%	-2%	6%	0%	-1%	-2.8%
O=C1N/C(=N\S(=O)(=O)Cc2ccccc2)S/C1=C/c1cccc([N+](=O)[O-])c1	7%[7.67 µM]	-4%	1%	3%	-12%	-1%	-8%	-0.3%
Cn1c(C(=O)NCc2ccccc2)cc2oc3ccccc3c21	-26%[46.1 µM]	-12%	-5%	5%	-28%	-5%	-1%	0.0%
O=C(Nc1cccnc1)c1cnc2ccccc2n1	-4%[46.1 µM]	10%	-4%	0%	3%	3%	-5%	-3.7%
CCOC(=O)c1ccc(NC(=O)C2CC(=O)N(c3ccc(C(C)C)cc3)C2)cc1 (stereo not given)	.	-7%	.	.	-8%	-3%	4%	9.6%
CCC(=O)N(Cc1cc2cc(OC)ccc2[nH]c1=O)c1ccccc1C	-39%[46.1 µM]	-5%	-1%	12%	1%	2%	-4%	-1.7%
CC(=O)Oc1c(C)cc(O)c2ccccc12	10%[46.1 µM]	?	5%	4%	?	-1%	-2%	6.9%
CC1CCN(c2c([N+](=O)[O-])c(=O)n(-c3ccccc3)c3ccccc23)CC1	6%[46.1 µM]	-1%	7%	3%	-7%	3%	2%	-1.1%
Cc1ccc(/C=C/C(=O)c2ccccc(=O)c2O)cc1C	-23%	-15%	?	-2%	?	-7%	-4%	?
COC(=O)c1c(-c2cccs2)csc1NC(=O)c1ccc(OC)c(OC)c1	.	?	.	.	-20%	-3%	1%	-1.6%
N#CCC(=O)N/N=C/c1cn(Cc2ccc3ccccc3c2)c2ccccc12	?	-11%	-21%	-9%	?	10%	0%	9.8%
COc1ccc(Nc2nnc(-c3ccc(C)cc3)c3ccccc23)cc1C(=O)N1CCCCC1	?	3%	-7%	-10%	-14%	-2%[53 µM]	-1%[53 µM]	-1.3%
CC(=O)c1cccc(-n2c(CCC(=O)O)ccc2-c2ccccc2)c1	.	2%	.	.	-2%	2%	9%	0.0%
Cc1ccc(C(=O)NCC(=O)OC(C)C(=O)Nc2ccc(N(C)C)cc2)cc1C (stereo not given)	-5%	-5%	-16%	13%	-28%	4%	-1%	1.1%
CCn1c2ccccc2c2cc(NC(=O)COC(=O)c3cc(OC)c(OC)cc3OC)ccc21	-16%[46.1 µM]	?	-10%	-1%	?	-1%	-2%	-1.0%
CCC(=O)N/C=C/n1cnc2cc(C(F)(F)F)ccc21	?	1%	5%	0%	-8%	8%	0%	2.1%
O=C(Nc1ccn(Cc2ccccc2)n1)c1cccc(Cn2cc([N+](=O)[O-])cn2)c1	1%	1%	3%	7%	-21%	-5%	-1%	-1.1%
Cc1cc(C)c(S(=O)(=O)N2CCCC(C(=O)NCCC3=CCCCC3)C2)c(C)c1 (stereo not given)	?	0%	-2%	16%	-13%	-13%	-2%	1.1%
O=S(=O)(NC1CCCCC1NCc1ccco1)c1ccc(Cl)cc1 (stereo not given)	-8%[46.1 µM]	0%	2%	-3%	0%	-2%	0%	1.0%
O=c1c2cnn(-c3ccccc3)c2ncn1Cc1ccco1	-3%[46.1 µM]	-2%	-2%	-4%	-7%	-7%	-4%	-0.8%

Screens from PubChem BioAssay.
